# Source: PubChem (National Center for Advancing Translational Sciences (NCATS))
# TDP1 inh – qHTS Assay for Inhibitors of Tyrosyl-DNA Phosphodiesterase (TDP1); Tyrosyl-DNA phosphodiesterase 1 (Homo sapiens), Q9NUW8; recombinant TDP1, AlphaScreen DNA substrate cleavage; Potency, µM (doses to about 130 µM), for inactives: at the highest dose activity change, negative = inhibition, most hits filed as inhibitors; 0.28% of 350,000 active; further: nearly all actives have a fitted effect of over 40% in size
#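 E. coli-derived human Tdp1, 1 nM final. Cpd preinc 15 min RT; substrate 15 nM final, 5 min RT; AS bead mix 10 ug/ml final, 10 min RT. Signal loss = tyrosine-FITC cleavage. No-enzyme wells = max signal.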
# DT40 TDP1 no CPT – qHTS for Inhibitors of human tyrosyl-DNA phosphodiesterase 1 (TDP1): qHTS in cells in absence of CPT; DT40 Tdp1-/- hTDP1 cells, no CPT, ATP luminescence, 48 h; Potency, µM (doses to about 46.2 µM), for the others: at the highest dose activity change, negative = growth inhibition, actives largely listed as inhibitors; 15% of 420,000 active; further: nearly all actives have a fitted effect of over 55% in size
#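 Readout: luminescence from CellTiter-Glo after 30 min in the dark at RT. Cells: DT40 Tdp1-/- with stable hTDP1, 400/well. Exposure: compounds alone, ≥48 hr, 37 °C.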
# GCN5L2 inh – qHTS Assay for Inhibitors of GCN5L2; Histone acetyltransferase KAT2A (Homo sapiens), Q92830; GCN5L2 HAT assay, ThioGlo1 CoA-SH fluorescence; 0.21% of 390,000 active; AID 504327, 2011; Potency, µM (doses to about 58.9 µM), without a hit: top-dose activity change, negative = inhibition, most hits filed as inhibitors
# Target sequence (Q92830 whole entry, looked up): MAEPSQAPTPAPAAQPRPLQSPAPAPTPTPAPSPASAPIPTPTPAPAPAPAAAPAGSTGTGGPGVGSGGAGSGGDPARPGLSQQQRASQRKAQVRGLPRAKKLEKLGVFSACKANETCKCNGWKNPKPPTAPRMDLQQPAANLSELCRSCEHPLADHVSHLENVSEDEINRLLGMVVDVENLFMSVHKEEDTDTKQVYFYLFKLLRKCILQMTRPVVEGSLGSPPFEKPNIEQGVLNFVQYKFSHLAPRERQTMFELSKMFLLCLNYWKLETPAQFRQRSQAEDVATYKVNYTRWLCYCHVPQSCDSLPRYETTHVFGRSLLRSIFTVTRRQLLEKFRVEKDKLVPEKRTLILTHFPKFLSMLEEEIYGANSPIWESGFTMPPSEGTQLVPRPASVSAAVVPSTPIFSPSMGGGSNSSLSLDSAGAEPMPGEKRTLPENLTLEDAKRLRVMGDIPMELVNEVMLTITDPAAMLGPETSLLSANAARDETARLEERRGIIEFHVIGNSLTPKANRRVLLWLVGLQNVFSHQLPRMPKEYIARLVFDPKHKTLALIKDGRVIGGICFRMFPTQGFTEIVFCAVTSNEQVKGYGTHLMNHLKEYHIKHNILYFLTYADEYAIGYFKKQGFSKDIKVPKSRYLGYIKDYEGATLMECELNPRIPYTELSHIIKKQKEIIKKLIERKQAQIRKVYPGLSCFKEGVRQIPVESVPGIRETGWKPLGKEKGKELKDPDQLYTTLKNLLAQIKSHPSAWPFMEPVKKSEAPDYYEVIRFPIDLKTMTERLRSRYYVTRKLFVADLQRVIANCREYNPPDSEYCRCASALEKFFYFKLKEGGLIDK
#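 Enzyme at 20nM final was mixed with library compounds for 15 min at room temperature. Peptide H3(1-25) at 75uM, acetyl-CoA at 70uM and ThioGlo1 at 50uM were then added. Plates were read immediately and after 20 min (Ex340nm/Em540nm).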
# Numbers without * were called inactive; ? = inconclusive; . = not tested or not shown; & = joins results of further samples; [ ] = remark or other dose. The call rests on the fitted dose curve; in most records, active means well fitted curve in the direction sought with a large enough effect; inconclusive means small, poorly fitted or top-dose-only effect, or another doubt; inactive means no such curve, though single readings can be large; an effect the other way counts as inactive or inconclusive. On the % scale 0 is the no-effect control and ±100 the full control effect; potency means the concentration at half of the fitted maximal effect. These rows are one share of the data; rates above refer to the full screens.
# Below each SMILES: TDP1 inh, DT40 TDP1 no CPT, GCN5L2 inh
- Cc1ccccc1C(=O)NCC(=O)OC(C)C(=O)Nc1cccc(S(=O)(=O)N2CCOCC2)c1 (centres undefined)
    ., -25%, -2%
- CCN(CC)CCCNC(=O)CCn1nc(-c2ccc(Cl)cc2)ccc1=O
    ., -13%, 4%
- CCn1ccc2c(OCC(=O)NCc3ccccc3)cccc2c1=O
    5%, ?, 0%
- COc1cc(OC)cc(C(=O)N(CN2CCCC2=O)c2ccccc2OC)c1
    6%, 14%, -8%
- Cc1nn(CCC(=O)Nc2cccc(C#N)c2)c(C)c1S(=O)(=O)N1CCC(C)CC1
    1%, ?, 17%
- CCOC(=O)Cc1ccc(NC(=O)n2ncc3cc(Cl)ccc32)cc1
    -3%, 6%, -4%
- N#Cc1c(C(F)(F)F)cc(-c2ccco2)nc1SCc1ccccn1
    -7%, -24%, .
- O=c1c2ccccc2nc(COc2ccccc2)n1/N=C/c1ccc(O)c(O)c1
    6%, 10µM*, -5%
- O=C(Cn1c(=O)n(-c2ccccc2)c(=O)c2c3c(sc21)CCC3)c1ccc(Br)cc1
    6%, ?, -5%
- CN(CC(O)CN1CCOCC1)S(=O)(=O)O (centres undefined)
    4%&6%, 6%&-2%, 0%&-21%
- CCN1C(=O)C(CC(=O)Nc2ccc(OC)cc2)N(CCc2ccccc2)C1=S (centres undefined)
    5%, -20%, -6%
- CCc1cc(=O)oc2cc(OC(=O)c3ccco3)ccc12
    -9%, -12%, -17%
- Fc1ccc(CNc2nc3c(-c4ccc(F)cc4)nnn3c3ccccc23)cc1
    1%, 2%, 2%
- COc1ccc2nc(C)cc(Nc3ccc(N4CCN(C)CC4)cc3)c2c1
    ., 3.3µM*, 3%
- Cc1ccnc(SCC(=O)c2cccc([N+](=O)[O-])c2)n1
    0%, -23%, 27%
- Cc1ccccc1-n1c(-c2ccncc2)n[nH]c1=S
    ., -7%, -15%
- COc1cc(/C=C(/NC(=O)c2ccccc2)C(=O)N2CCN(C)CC2)c([N+](=O)[O-])cc1OC
    -5%, 2%, -3%
- O=C(CSc1nc2c(c(=O)n1-c1ccc(Cl)cc1)SCC2)Nc1ccc2c(c1)OCCO2
    8%, -10%, -4%
- O=C(CCNS(=O)(=O)c1ccc(Br)cc1)N1CCCCCCC1
    -3%[0.505 µM], ?, 1%
- COc1ccccc1NC(=O)Cc1csc(NC(=S)Nc2ccc(C)cc2)n1
    10%, ?, -3%
- COc1ccc(C(=O)NCC(=O)OCC(=O)c2cccc3ccccc23)cc1
    2%, -4%, .
- Cc1noc(C)c1CSc1nc2ccccc2c(=O)n1-c1ccccc1
    4%, 5.8µM*, -9%
- CCOc1ccc(NC(=S)NNC(=O)c2cc(Br)ccc2Cl)cc1
    11%, -2%, -3%
- COc1cc(OC)c2c(N)c(C#N)c(C(F)(F)C(F)(F)F)nc2c1
    4%, 0%, ?
- CCOC(=O)c1c(COC(=O)c2ccco2)nc2ccccc2[n+]1[O-]
    6%, ?, -2%
- COc1ccc(-c2nc3cnc(N(C)C)nc3n(CCc3ccccc3)c2=O)cc1
    ., 6%, -13%
- Oc1cccc(O)c1
    6%[56.1 µM], 0%&-21%, 5%&-1%
- O=C(C[C@H]1C/C=C/CC[C@@H](Cc2ccc(F)cc2)C(=O)OC[C@H](c2ccccc2)NC1=O)NCCO
    1%, -21%, -2%
- CCn1cc(C2=NOC(C(=O)O)C2)c(C)n1 (centres undefined)
    2%, -2%, -4%
- Cc1ccc(NC2=NCCC2)cc1Cl
    3%[56.1 µM], -24%, -1%

# Overlap with the part before: 7 entries; new compounds follow.
# Below each SMILES: TDP1 inh, DT40 TDP1 no CPT, GCN5L2 inh
- COc1cc(OC)c2c(N)c(C#N)c(C(F)(F)C(F)(F)F)nc2c1
    4%, 0%, ?
- CCOC(=O)c1c(COC(=O)c2ccco2)nc2ccccc2[n+]1[O-]
    6%, ?, -2%
- COc1ccc(-c2nc3cnc(N(C)C)nc3n(CCc3ccccc3)c2=O)cc1
    ., 6%, -13%
- Oc1cccc(O)c1
    6%[56.1 µM], 0%&-21%, 5%&-1%
- O=C(C[C@H]1C/C=C/CC[C@@H](Cc2ccc(F)cc2)C(=O)OC[C@H](c2ccccc2)NC1=O)NCCO
    1%, -21%, -2%
- CCn1cc(C2=NOC(C(=O)O)C2)c(C)n1 (centres undefined)
    2%, -2%, -4%
- Cc1ccc(NC2=NCCC2)cc1Cl
    3%[56.1 µM], -24%, -1%
- CCC(C)NC(=O)C1CCC(=O)N1CCc1ccccc1 (centres undefined)
    ., -2%, 5%
- Nc1ncnc2c1CCC2
    5%, ?, -4%
- COC(=O)C1(C)NC(c2ccc(O)cc2)C2C(=O)N(c3ccc(C)cc3)C(=O)C21 (centres undefined)
    3%, 8%, -1%
- CCCCNC(=S)Nc1ccc2cn[nH]c2c1
    3%, 1%, -4%
- CC(=O)COc1ccc2oc(=O)cc(-c3cc4ccccc4o3)c2c1
    3%, ?, ?
- CCCCCn1nnc2c(=O)oc3ccccc3c21
    2%, -5%, 5%
- COc1ccc2cnnc(SCC(=O)Nc3ccc(C(=O)O)cc3)c2c1OC
    ?, -18%, 0%
- O=C(Nc1cccc2ccccc12)c1ccc([N+](=O)[O-])cc1
    1%, ?, -4%
- COc1cccc(-c2csc(NC(C)=O)n2)c1
    -3%, -3%, -11%
- O=[N+]([O-])c1cccc(/C=N/N=C\c2ccccc2)c1
    ., -20%, -5%
- CC(C)(C)NC(=O)C(c1ccco1)N(C(=O)c1ccc(CN2CCOCC2)o1)c1ccccc1 (centres undefined)
    -1%, ?, 0%
- COc1ccccc1-n1cnc2cc(C(=O)NC3CCCC3)ccc21
    0%, ?, -4%
- CCOc1ccc(NC(=O)C(C)Oc2ccccc2C(=O)Nc2cccc(Cl)c2Cl)cc1 (centres undefined)
    -1%, 18µM*, 8%
- Cc1ccc(-c2cn3c(n2)sc2cc(C(=O)NC4CCCCC4)ccc23)cc1
    4%, 4.6µM*, -12%
- COc1cc(C(=O)N[C@H](C(=O)NC2CCCc3ccccc32)C(C)C)cc(OC)c1OC (some centres undefined)
    0%, ?, -2%
- O=C(NNC(=O)c1ccccc1Cl)c1ccc(-n2cncn2)c([N+](=O)[O-])c1
    1%, 6%, -8%
- c1ccc(CNc2nc(-c3cccnc3)nc3ccccc23)cc1
    ., ?, ?
- COc1ccc(C(=O)NNC(=O)c2cc3cc(OC)ccc3oc2=O)cc1
    2%, -2%, -9%
- COc1ccccc1N(C(C)=O)c1nc(C)cc(C)c1C#N
    -4%[56.1 µM], 2%, 3%
- CC(=O)Nc1ccc(OC(=O)c2ccc(Cl)cc2)cc1
    -3%, -5%, -2%
- CCC(C)Sc1nnc(-c2c[nH]c3ccccc23)n1CCOC (centres undefined)
    1%, -26%, -3%
- CC1(C)NC(=O)N(CN2C(=O)NC(C)(C)C2=O)C1=O
    7%, 1%, 2%
- COc1ccc(NC(=O)N2CCCC3(CCN(C(C)=O)CC3)C2)cc1
    ., 3%, 8%
- O=C(CN1CCN(c2ccc(O)cc2)CC1)Nc1ccccc1C(=O)NCCc1ccccc1
    9%, 26µM*, ?
- CC1(C)CNC(=O)c2sc(N3CCOCC3)nc2C1
    0%, 21µM*, .
- CCc1ccc(NC(=O)c2cc(C)no2)cc1
    ., 1%, -1%
- COc1cc(OC)c2ccc(=O)oc2c1C(CC(=O)N1CCN(c2ccccc2)CC1)c1ccc2c(c1)OCO2 (centres undefined)
    4%&4%, ?, 2%
- CN(C)c1ncnc(N(C)C)c1[N+](=O)[O-]
    -3%, -2%, -6%
- COc1ccc(S(=O)(=O)NCC2CCCN(Cc3ccc(O)cc3)C2)cc1 (centres undefined)
    4%, 21%, -6%
- O=C(Cn1ccc(C(F)(F)F)n1)N=Nc1c(O)[nH]c2ccccc12
    ., -20%, -11%
- Cc1c(C(=O)NCc2ccc(Cl)cc2)oc2ccc3c(c12)C(=O)CC(C)(C)O3
    2%, 15µM*, -9%
- COc1ccc(NC(=O)N2CCN3CCCCC3C2)cc1OC (centres undefined)
    3%, -1%, -11%
- COc1ccc(NC(=O)Nc2c[nH]c(=O)[nH]c2=O)cc1
    ., 5%, 11%
- COc1ccc(NS(=O)(=O)c2ccc(N/N=C/c3ccc(N4CCOCC4)cc3)c([N+](=O)[O-])c2)cc1
    5%, ?, 3%
- O=C(NNS(=O)(=O)c1ccccc1)c1ccc(F)cc1
    ., -5%, -10%
- COc1cccc(OCc2cc(C(=O)N(Cc3ccccc3)CC3CC3)no2)c1
    -6%, ?, -12%
- Cc1ccc(CN2CCN(C3CCN(C(=O)c4ccc(C)cc4)CC3)C(=O)C2=O)cc1
    3%, 3%, 6%
- CC(C)N1CCC(NC(=O)Nc2ccc3c(c2)OCO3)CC1
    5%, 7%, -17%
- O=C1[C@H]2[C@@H](c3ccc(F)cc3)N3C(=O)N(c4cccc(F)c4)C(=O)[C@@]3(Cc3ccc(Cl)cc3)[C@H]2C(=O)N1C1CCCCC1
    1%, ?, -8%
- O=C(CSc1nc2cc(S(=O)(=O)N3CCOCC3)ccc2o1)NC1CCCc2ccccc21 (centres undefined)
    9%, ?, -11%
- CCc1ccccc1Nc1nc(N)nc(CSc2nnc3ccccn23)n1
    8%, -26%, ?
- NS(=O)(=O)c1ccc(CCNC(=O)CSc2nc3ccsc3c(=O)n2C2CC2)cc1
    1%, 0%, -12%
- COc1ccc(C(=O)N/C(=C\c2ccccc2)C(=O)NC(CCSC)C(=O)O)cc1 (centres undefined)
    -1%, 0%, -3%
- CN(CCN(C)C(=O)c1[nH]cnc1C(=O)Nc1ccccc1)C(=O)c1[nH]cnc1C(=O)Nc1ccccc1
    1%, ?, 0%
- CC1CN=C(N(C(=O)Nc2ccccc2)C(C)C)S1 (centres undefined)
    2%, -19%, -1%
- CC(NCc1cccc(S(=O)(=O)N(C)C)c1)c1ccc(F)cc1 (centres undefined)
    0%, 3%, -5%
- CCOC(=O)C1=C(C)NC(C)=C(C(=O)OCC)C1C(=O)OCC(=O)N(C)C
    1%, 2%, -17%
- O=C(Nc1nc2c(F)cc(F)cc2s1)C1CC(=O)N(Cc2ccco2)C1 (centres undefined)
    -10%, 6%, -13%
- COc1cc2c(cc1OC)/C(=C/C(=O)c1ccc(F)cc1)NCC2
    ., ?, -10%
- C[C@@]12C(=O)N(Cc3ccccc3)CC(=O)N1[C@H](/C=C/c1ccccc1)[C@@H]1C(=O)N(c3ccccc3)C(=O)[C@@H]12
    ., -22%, 0%
- O=C(CSc1nccn1-c1ccccc1)c1ccc(Br)cc1
    12%, ?, ?
- CCn1cc(/C=C/C(=O)Nc2ccn(Cc3c(F)c(F)c(F)c(F)c3F)n2)cn1
    0%, ?, 0%
- CC(C)(C)c1ccccc1NC(=O)c1ccco1
    5%, -3%, 1%
- Cc1ccc(C(C)C)c(OCC(=O)Nc2cccc(S(=O)(=O)NC3=NCCCCC3)c2)c1
    0%, ?, -20%
- CCCCOc1ccc(-c2cn3ccccc3n2)cc1[N+](=O)[O-]
    0%, 26µM*, -5%
- C=CCN1C(=O)C2(OCCCO2)c2ccccc21
    ., -18%, 17%
- Cc1ccc(CNC(=O)c2c(-c3ccccc3)noc2C)cc1
    ., -5%, 3%
- CC(=O)Nc1ccc(NC(=O)CN(c2ccc(C(C)C)cc2)S(=O)(=O)c2ccccc2)cc1
    3%, -6%, ?
- COc1ccc(NC(=O)c2cc3ccccn3n2)cc1
    5%, -6%, -12%
- CCC1(CC)C(=O)C2=C3C1[C@H](C(=O)OC)C=C(C(=O)OC)C[C@H]3n1c(=O)n(C)c(=O)n1[C@H]2C (some centres undefined)
    15%, -4%, .

# One compound at a time, from the list above.
# `NS(=O)(=O)c1ccc(CCNC(=O)CSc2nc3ccsc3c(=O)n2C2CC2)cc1` is listed with TDP1 inh: 1%; DT40 TDP1 no CPT: 0%; GCN5L2 inh: -12%
# `O=C(CSc1nccn1-c1ccccc1)c1ccc(Br)cc1` is listed with TDP1 inh: 12%; DT40 TDP1 no CPT: ?; GCN5L2 inh: ?

# Carrying on.
# Below each SMILES: TDP1 inh, DT40 TDP1 no CPT, GCN5L2 inh
- CCc1ccccc1Nc1nn2c(=O)c3ccc(C(=O)NC(C)c4ccccc4)cc3nc2s1 (centres undefined)
    6%, 15µM*, -5%
- OCc1nn2c(c1Br)NC(c1ccccc1)CC2C(F)(F)F (centres undefined)
    3%, ?, -3%
- CCCCn1c(SCC(=O)N2CCCc3ccccc32)nc2c1c(=O)n(C)c(=O)n2C
    4%, 22µM*, -1%
- O=C(Nc1ccc(S(=O)(=O)Nc2nccs2)cc1)c1cc(-c2ccncc2)nc2ccccc12
    7%, 28%, -4%
- NC(=O)C1CCN(C(=O)c2ccc(Oc3ccccc3)cc2)CC1
    6%, 3%, -5%
- COc1ccc(Br)c(C(=O)Nn2c(C)nc3ccccc3c2=O)c1
    2%, -29%, -11%
